HEK293 viab – reduces viability of HEK-293 SNCA reporter cells. HEK-293-SNCA-luc viability, GF-AFC fluorescence, 24 h. Potency, µM (doses to about 57.1 µM), inactives show top-dose activity change, negative = cytotoxicity, actives largely listed as cytotoxic. 0.12% of 150,000 active;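 also: potency is read from the fitted curve at half-maximal effect; 0% = DMSO-treated cells and -100% = medium-only wells without cells; nearly all actives have a fitted effect of over 30% in size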
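Cytotoxicity counterscreen: after 24 h compound treatment of genome-edited SNCA-luciferase HEK-293 cells, live-cell protease substrate GF-AFC read by fluorescence after 30 min; activity scaled between DMSO (0%) and medium-only (-100%), curves Hill-fitted.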
HEK cytotox – HEK 293 cell cytotoxicity; HEK 293 viability, ATP luminescence (CellTiter-Glo), 48-72 h; Potency, µM (titrated, usually from 115 µM), without a hit: top-dose activity change, negative = cytotoxicity, hits mostly inhibitors; 6.6% of 94,000 active; AID 1345083; also: potency is read from the fitted curve at half-maximal effect; nearly all actives have a fitted effect of over 60% in size
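CellTiter-Glo luminescence (cellular ATP) was read after 48 or 72 hr of compound exposure at 37 degree Celsius. Cells were HEK 293 plated at 250 cells/well.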
IP6K1 inh – IP6K1 kinase inhibition. AID 1645851. IP6K1 kinase, ADP-Glo luminescence, 2 h; hits give low values. Q92551. activity change, % (series mostly up to about 58 µM). 0.81% of 140,000 active; in the data active = activity change below about -25%
Target sequence (Q92551 whole entry, looked up): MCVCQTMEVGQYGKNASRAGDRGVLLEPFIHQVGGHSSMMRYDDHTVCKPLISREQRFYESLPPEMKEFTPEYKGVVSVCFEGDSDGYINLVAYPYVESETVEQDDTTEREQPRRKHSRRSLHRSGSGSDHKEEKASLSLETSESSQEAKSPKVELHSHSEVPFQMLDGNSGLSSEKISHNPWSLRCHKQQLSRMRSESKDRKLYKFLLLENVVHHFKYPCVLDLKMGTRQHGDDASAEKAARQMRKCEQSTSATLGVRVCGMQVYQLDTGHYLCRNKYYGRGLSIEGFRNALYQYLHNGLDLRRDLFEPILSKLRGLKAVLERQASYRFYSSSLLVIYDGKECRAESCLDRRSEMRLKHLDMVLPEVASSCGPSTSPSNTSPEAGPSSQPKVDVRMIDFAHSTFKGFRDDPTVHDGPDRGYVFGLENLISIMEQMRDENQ
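ADP-Glo luminescence measures ADP made by human IP6K1 during a 2 h RT reaction with ATP/IP6 (mix at 1.3 mM/130 uM); top library doses 57.5 and 19.1 uM final.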
NIH3T3 tox – cytotoxic compounds in NIH 3T3 cells; NIH 3T3 viability, CellTiter-Glo ATP luminescence, 48-72 h; Potency, µM (top dose mostly 96.7 µM), inactives show top-dose activity change, negative = cytotoxicity, usual class: inhibitors; 4.3% of 94,000 active; also: potency is read from the fitted curve at half-maximal effect; nearly all actives have a fitted effect of over 55% in size
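NIH 3T3 cells at 400 cells/well received 23 nL of compound by pintool and were incubated 48 or 72 h at 37 °C. Viability was read as ATP-coupled CellTiter-Glo luminescence.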
SNCA expr inh – inhibitors of alpha-synuclein (SNCA) gene expression. HEK-293 SNCA-luciferase knock-in, luminescence, 24 h. Potency, µM (titrated, usually from 57.2 µM), for inactives: top-dose activity change, negative = inhibition, hits mostly inhibitors. 0.17% of 140,000 active;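 also: potency is read from the fitted curve at half-maximal effect; plate controls were DMSO cells for no effect and cell-free wells for full effect; nearly all actives have a fitted effect of over 45% in size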
FLuc inh – blocks purified firefly luciferase enzyme activity. purified P. pyralis luciferase, luminescence, biochemical. Potency, µM (highest dose often 115 µM), inactives show at the highest dose activity change, negative = inhibition, usual class: inhibitors. 2.5% of 76,000 active. AID 1347043; also: potency is read from the fitted curve at half-maximal effect; nearly all actives have a fitted effect of over 65% in size
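Biochemical qHTS: compound (6-point titration) added to 10uM D-luciferin plus 10uM ATP in Tris acetate pH 7.5 buffer with Mg, Tween-20 and BSA, then purified enzyme at 10nM; light output imaged.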
GPT2 inh – blocks human glutamate pyruvate transaminase 2; Q8TD30; Recombinant GPT2, coupled pyruvate oxidase/HRP Amplex Red fluorescence; Potency, µM (doses to about 57.7 µM), for the others: top-dose activity change, negative = inhibition, most hits filed as inhibitors; 0.25% of 100,000 active; also: potency is read from the fitted curve at half-maximal effect; nearly all actives have a fitted effect of over 60% in size; many of its hits are not listed in these tables
Target sequence (Q8TD30 whole entry, looked up): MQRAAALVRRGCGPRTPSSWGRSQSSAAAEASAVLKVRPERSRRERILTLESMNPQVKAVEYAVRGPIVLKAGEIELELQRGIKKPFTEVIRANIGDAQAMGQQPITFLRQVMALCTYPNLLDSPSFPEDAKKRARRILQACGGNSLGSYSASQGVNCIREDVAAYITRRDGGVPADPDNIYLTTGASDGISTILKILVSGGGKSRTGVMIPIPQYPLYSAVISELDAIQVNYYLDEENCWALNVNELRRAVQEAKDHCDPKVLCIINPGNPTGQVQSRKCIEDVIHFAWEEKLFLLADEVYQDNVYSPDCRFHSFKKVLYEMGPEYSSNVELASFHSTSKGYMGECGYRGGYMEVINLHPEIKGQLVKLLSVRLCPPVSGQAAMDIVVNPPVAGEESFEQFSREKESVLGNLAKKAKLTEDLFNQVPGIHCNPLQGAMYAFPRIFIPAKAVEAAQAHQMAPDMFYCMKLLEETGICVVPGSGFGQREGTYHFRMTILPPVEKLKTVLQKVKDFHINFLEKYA
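Recombinant GPT2 (10ng/uL) with 250uM a-KG and 2mM L-alanine, 30 min at room temperature, in HEPES pH 7.5 buffer. Pyruvate detected by pyruvate oxidase/HRP/Amplex Red fluorescence after 30 min in the dark; AOA (50uM) as positive control.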
Starred values were filed as active, the others as inactive; i = inactive; ? = inconclusive; / = not tested or not shown; [ ] = dose if it differs, or a comment. Unless noted, calls follow the shape of the dose curve; as a rule, active = well fitted curve in the direction sought with a large enough effect; inconclusive = small, poorly fitted or top-dose-only effect, or another doubt; inactive = no such curve, though single readings can be large; an effect the other way counts as inactive or inconclusive. Unless noted, % is scaled to controls: 0 for no effect and ±100 for the full control effect.

SMILES	HEK293 viab	HEK cytotox	IP6K1 inh	NIH3T3 tox	SNCA expr inh	FLuc inh	GPT2 inh
CNC(=O)C(C)(C)N1CCC[C@H]1C(=O)NCCc1ccccc1	2.7%[87.6 µM]	-14.3%[172 µM]	-1.0	-9.9%[174 µM]	-21.2%[87.6 µM]	-7.8%[172 µM]	-5.5%[88.5 µM]
CC1(C)[C@H](Cc2cc(COc3ccccc3)on2)C[C@@H]1NC1CCC1	-24.5%[87.6 µM]	35.5µM*	17.4	31.6µM*	21.5%[87.6 µM]	9.0%[172 µM]	1.5%[88.5 µM]
Cc1nc(CC2CCN(c3nccc(-c4cccnc4)n3)CC2)no1	-2.8%	?	-6.9	-23.2%	0.7%	-0.2%	-1.1%
CCC(=O)N1CCCCC1c1nc(-c2ccncc2)n[nH]1 (stereo not drawn)	7.4%	-5.6%	2.1	i	0.6%	-3.9%	i
CCc1ccc(NC(=O)CSc2nccn2-c2cccc(C)c2C)cc1	7.8%	/	-17.0	/	14.5%	/	/
CC(=O)Nc1cccc(NC(=O)CSc2cn(CC(=O)N3CCCCCC3)c3ccccc23)c1	-28.0%	/	-7.1	/	-6.9%	/	/
Cc1ccc(C(=O)N2CCN(CCCn3nc4n(c3=O)CCCC4)CC2)cc1	/	-5.2%	4.7	-8.7%	/	/	/
Cc1cnc(CCNS(=O)(=O)Cc2ccccc2F)n1C(C)C	-2.7%	-16.1%	-0.1	-14.5%	-2.2%	0.8%	i
O=[S+]1([O-])NCC2(CCCN(Cc3ccc(F)cc3)C2)Oc2ncccc21 (stereo not drawn)	2.4%	i	-6.5	i	8.5%	/	-2.7%
CC(=O)Nc1ccc(S(=O)(=O)N[C@H]2CO[C@H]3[C@@H]2OC[C@H]3OC(=O)Nc2ccc(Oc3ccccc3)cc2)cc1	-13.1%	?	8.2	?	-25.0%	-27.9%	?
COc1ccc(-c2nc(-c3nnn4c3COC(c3ccccc3Cl)C4)no2)cc1F (stereo not drawn)	?	12.2%	5.9	-3.0%	26.5%	-7.4%	4.0%
COc1ncccc1-c1nccn2c(C3CN(Cc4c[nH]c5ccccc45)C3)ncc12	?	?	-11.7	?	?	-6.6%[172 µM]	-6.8%[88.5 µM]
N#Cc1ccc(-c2nc(C(=O)NC3CCCCCC3)no2)cc1	6.7%	5.1%	10.5	-9.4%	8.3%	8.9%	i
O=C(NCCC1=CCCCC1)c1ccc2c(c1)N(Cc1cccc(Cl)c1)C(=O)c1ccccc1S2(=O)=O	-1.4%	/	3.8	/	-1.3%	/	/
CC(C)C(=O)Nc1ccc(C2(C(=O)N3CCN(c4ccccn4)CC3)CCCCC2)cc1	-0.4%	?	8.2	?	-4.7%	11.9%	4.4%
CC1=NS(=O)(=O)N(Cc2ccccc2)C=C1C(=O)OCc1noc(-c2ccccc2C)n1	5.4%	?	-8.9	?	0.3%	-4.5%	i
COc1ccc2cc1Oc1ccc(cc1)C[C@H]1c3cc(c(OC)cc3CCN1C)Oc1c(OC)c(OC)cc3c1[C@H](C2)N(C)CC3	-6.3%	/	/	/	12.2%	/	0.1%
COc1ccccc1CNC(=O)CC(c1ccc(C)cc1)N1Cc2ccccc2C1=O (stereo not drawn)	-3.5%	/	-9.7	/	6.5%	/	/
CN1Cc2ccc(N3CCOCC3)nc2C(C)(C(=O)NCCCn2ccnc2)C1 (stereo not drawn)	5.6%[87.6 µM]	i	3.3	?	7.3%[87.6 µM]	-3.0%[172 µM]	i
COc1cccc(C(=O)N2CCC(N(C)C3CCOCC3)CC2)c1	2.0%	0.6%	-3.6	-21.8%	-13.2%	0.6%	0.3%
O=C(NC1CCCCC1)c1ccc2oc(-c3ccccn3)nc2c1	-0.3%[87.6 µM]	i	1.0	-3.8%[138 µM]	46.4%[activator][87.6 µM]	/	-1.4%[88.5 µM]
COc1ccc(C2CC(=O)c3cc(-c4nc(-c5cccc([N+](=O)[O-])c5)cs4)c(=O)n(-c4ccccc4N)c3C2)cc1 (stereo not drawn)	0.0%	/	0.7	/	10.6%	/	/
Cc1ccc(CN2CCCC(c3nc(-c4cccnc4)no3)CCNC(=O)CC2)s1 (stereo not drawn)	0.5%	89.1µM*	-0.2	?	-2.7%	13.2%	3.5%
Cc1ccc(NS(=O)(=O)c2c(C(=O)N3CCC(C)CC3)c(C)n(C)c2C)cc1Cl	?	/	-23.8	/	-4.2%	/	/
CCCCCNC(=O)c1ccc2c(c1)ncn2-c1cccc(C)c1	-21.5%	/	-31.4*	/	1.2%	/	/
CCOc1ccc(N2CC(c3nc4ccccc4n3Cc3cccc(Cl)c3)CC2=O)cc1 (stereo not drawn)	-3.8%	/	0.8	/	4.1%	/	/
CCOc1ccc(CNC(=O)c2ccc3c(c2)c(C)c(C)n3Cc2ccccc2)cc1OC	?	/	-5.3	/	?	/	/
O=C(NCc1cccs1)c1cc2n(n1)CC(c1ccc(Cl)cc1)OC2 (stereo not drawn)	-5.5%	?	20.0	?	-31.8%	-10.1%	i
COc1nccc(N2CCC(CC(=O)NCCCN3CCC(C)CC3)CC2)n1	5.8%	-13.2%	1.6	-21.2%	-16.3%	5.9%	i
CC[N+](CC)(CC)CC(=O)Nc1c(C)cccc1C	-5.8%	/	/	/	-2.3%	/	-4.7%
CC(C)c1noc(-c2cn(C3CCN(C(=O)c4ccc(N(C)C)cc4)C3)nn2)n1 (stereo not drawn)	1.4%	31.6µM*	-10.4	?	-25.9%	-5.3%	i
COCCn1c(C)cc(O)c(C(c2ccccc2Cl)N2CCN(c3ccccc3)CC2)c1=O (stereo not drawn)	-0.1%	/	-3.5	/	10.9%	/	/
Cc1ccccc1C(=O)NCCn1cccc1-c1nc(-c2ccc3c(c2)OCO3)no1	-21.6%	?	1.1	?	11.5%	?	i
CCn1c(COc2cccc(C)c2)nc2ccccc21	9.3%	/	-15.8	/	81.0%[activator]	/	/
O=C(NC[C@H]1O[C@@H](CO)[C@@H](O)[C@H]1N1CCOCC1)Nc1ccc(OC(F)(F)F)cc1	-2.0%	4.5%	9.9	i	0.1%	-2.8%	i
CCN(CC)CCNC(=O)c1cc2c(=O)oc3ccc(C)cc3c2s1	-2.9%	/	9.2	/	-1.8%	/	/
CN(Cc1ccc(-c2ccccc2)cc1)CC1CC1	13.6%[87.6 µM]	-21.9%[172 µM]	-3.7	?	89.0%[activator][87.6 µM]	-10.2%[172 µM]	?
COc1cccc(-n2c(C)nc3cc(C(=O)O)ccc32)c1	3.2%	/	-9.3	/	14.9%	/	/
CC(=O)c1ccc(NC(=O)c2nc(-c3ccc(Cl)cc3)n3c2CCCCC3)cc1	-1.3%	/	-5.2	/	?	/	/
CCOC(=O)[C@H]1[C@@H](O)C(=O)N(Cc2ccccc2)C12CCN([S+](C)(=O)[O-])CC2	/	-4.7%	15.4	?	/	/	/

Pulled by compound from the entries so far:
SMILES	HEK293 viab	HEK cytotox	IP6K1 inh	NIH3T3 tox	SNCA expr inh	FLuc inh	GPT2 inh
COCCn1c(C)cc(O)c(C(c2ccccc2Cl)N2CCN(c3ccccc3)CC2)c1=O (stereo not drawn)	-0.1%	/	-3.5	/	10.9%	/	/
CC(C)c1noc(-c2cn(C3CCN(C(=O)c4ccc(N(C)C)cc4)C3)nn2)n1 (stereo not drawn)	1.4%	31.6µM*	-10.4	?	-25.9%	-5.3%	i

(next part)
SMILES	HEK293 viab	HEK cytotox	IP6K1 inh	NIH3T3 tox	SNCA expr inh	FLuc inh	GPT2 inh
COc1ccc(C2Cn3nnc(-c4nc(C5CC5)no4)c3CO2)cc1 (stereo not drawn)	3.9%	-10.6%	-20.2	-34.1%	-0.5%	-8.2%	i
CCn1cnnc1CC1CCN(C(=O)c2nccc3ccccc23)C1 (stereo not drawn)	-8.7%	1.7%	13.0	0.5%	-13.1%	-2.9%	0.4%
Cc1onc(C(=O)NCC(=O)N2CCCCCNC(=O)CC2c2ccccc2)c1Cn1cccn1 (stereo not drawn)	10.8%	0.2%	-1.8	4.2%	-5.5%	2.3%	i
O=C(CSc1nc2c([nH]c3ccccc32)c(=O)n1-c1ccccc1)Nc1cccc(C(F)(F)F)c1	-6.0%	/	23.2	/	2.5%	/	/
Cc1cc(C)cc(-n2ncc3c2CCCC3NC(=O)CCn2nnnc2C)c1 (stereo not drawn)	4.0%	4.6%	8.1	-1.0%	-22.4%	5.5%	-24.3%
CC(C)c1ccc(NC(=O)C(Cc2ccccc2)NS(=O)(=O)c2ccc3c(c2)oc(=O)n3C)cc1 (stereo not drawn)	-6.2%	/	-3.5	/	-14.6%	/	/
O=C(c1cccc2[nH]ccc12)N1CCC2(CC1)CN(c1ncccn1)CC2CO (stereo not drawn)	-7.9%	-10.7%	10.9	-7.9%	-7.1%	-11.8%	-5.0%
O=C([C@@H]1C[C@H](Oc2cccnc2)CN1S(=O)(=O)c1ccccc1)N1CCOCC1	1.7%	-10.6%	9.0	-6.6%	-2.6%	-3.4%	-24.5%
CNC(=O)N1CCc2nc(N3CCN(C)CC3)sc2C1	-6.4%	-5.3%	-0.4	2.1%	5.6%	13.6%	-10.2%
CC(=O)N1CCN([C@H]2[C@@H]3OC[C@@H](O3)[C@@H](NCc3ccco3)[C@@H]2O)CC1	9.2%[87.6 µM]	?	15.8	?	-16.2%[87.6 µM]	1.5%[172 µM]	i

A draw from above in order of SMILES length, lowest first.
SMILES	HEK293 viab	HEK cytotox	IP6K1 inh	NIH3T3 tox	SNCA expr inh	FLuc inh	GPT2 inh
CNC(=O)N1CCc2nc(N3CCN(C)CC3)sc2C1	-6.4%	-5.3%	-0.4	2.1%	5.6%	13.6%	-10.2%
CCn1cnnc1CC1CCN(C(=O)c2nccc3ccccc23)C1 (stereo not drawn)	-8.7%	1.7%	13.0	0.5%	-13.1%	-2.9%	0.4%
COc1ccc(C2Cn3nnc(-c4nc(C5CC5)no4)c3CO2)cc1 (stereo not drawn)	3.9%	-10.6%	-20.2	-34.1%	-0.5%	-8.2%	i

Next section
SMILES	HEK293 viab	HEK cytotox	IP6K1 inh	NIH3T3 tox	SNCA expr inh	FLuc inh	GPT2 inh
c1ccc(-c2noc(-c3cncnc3Nc3ccc4c(c3)OCO4)n2)cc1	-9.0%	-13.7%	-16.3	-14.8%	-3.3%	-20.7%	i
Cc1cccn2c(=O)c(/C=C(\C#N)c3nc4ccccc4[nH]3)c(Oc3ccc(C(C)(C)C)cc3)nc12	-0.1%	/	11.4	/	42.3%[activator]	/	/
COCC1CN(C(C)=O)CC12CCN(C(=O)CC1=CCCCC1)CC2 (stereo not drawn)	3.3%	i	-16.0	i	0.0%	6.2%	i
COc1ccc(NC(=O)Cn2c(=O)n(Cc3ccccc3Cl)c(=O)c3cc(OC)c(OC)cc32)cc1	-4.8%	/	-9.0	/	-13.5%	/	/
COc1cccc(CNC(=O)N2CC(c3noc(-c4ccncc4)n3)C2)c1	10.9%	-6.4%	43.9	-24.4%	-5.3%	2.9%	-12.4%
Fc1ccccc1-c1n[nH]c2c1CN(Cc1cccn1-c1nccs1)CC2	-0.3%	?	-3.4	-34.5%	-23.0%	0.0%	i

Screening results: PubChem, National Center for Advancing Translational Sciences (NCATS)

The list is partial, so the mix of outcomes need not match the whole.
